KLF5 inh = inhibitors of KLF5 expression | DLD-1 KLF5 promoter-luciferase reporter, luminescence | inhibition, % at 5 µM | actives 0.23% (n = 290,000);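 active = inhibition above a per-plate limit of that plate's mean compound inhibition plus 3 SD, cut at about 60% in these data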;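 also: 0% = DMSO wells and 100% = LY294002 at 200 µM; higher means less KLF5 promoter-driven luciferase light; inactives centre near -14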
GSK3beta inhib = blocks human GSK3beta kinase activity; P49841; GST-GSK3beta kinase, ADP-Glo luminescence, 60 min; active compounds read low; activity score (negative = inhibition), % at 10 µM; actives 0.038% (n = 300,000);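 active = more than half of replicate wells score below -50%, meaning over 50% inhibition versus plate controls; inconclusive = some replicates but at most half score below -50%; inactive = no replicate scores below -50%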;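 also: 0% = median DMSO wells and -100% = median GW8510 positive control wells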
Target sequence (P49841 whole entry, looked up): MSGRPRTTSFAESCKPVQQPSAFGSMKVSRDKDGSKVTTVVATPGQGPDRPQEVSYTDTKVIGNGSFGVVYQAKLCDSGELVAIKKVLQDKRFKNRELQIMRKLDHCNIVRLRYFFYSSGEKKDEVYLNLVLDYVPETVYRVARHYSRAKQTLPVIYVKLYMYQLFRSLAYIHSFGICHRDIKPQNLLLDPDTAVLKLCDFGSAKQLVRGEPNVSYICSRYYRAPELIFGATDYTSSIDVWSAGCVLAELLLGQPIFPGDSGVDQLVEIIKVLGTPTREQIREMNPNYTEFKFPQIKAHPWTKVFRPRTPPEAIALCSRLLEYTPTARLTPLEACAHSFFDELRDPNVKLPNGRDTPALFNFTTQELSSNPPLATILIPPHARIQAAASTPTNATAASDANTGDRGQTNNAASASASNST
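Assay system: GST-fused GSK3beta enzyme, cell-free / Medium: Tris pH 7.5 buffer with MgCl2, DTT, BSA, heparin / Also added: peptide substrate plus 25 µM ATP (final) / Compound: 10 µM single point / Timing: kinase reaction with compound 60 min at room temperature / Detection: ADP-Glo luminescence / Benchmarks: DMSO neutral wells and GW8510 at 20 µM as positive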
IEC-6 tox = counter-screen for KLF5 inhibitors: cytotoxicity in IEC-6 cells; IEC-6 cytotoxicity, luminescence viability; inhibition, % at 5 µM; actives 0.78% (n = 290,000); AID 1825; in the data active = inhibition above about 22%;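 also: 0% = plate median of test compound wells and 100% = cytotoxic reference compound wells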
HSP90 refold inh = inhibitors of HSP90 luciferase refolding in rabbit reticulocyte lysate; inhibition, % at 5.6 µM; actives 0.91% (n = 290,000); AID 1789; luciferase refolding luminescence, 3 h;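 active = inhibition above the screen-wide mean plus 3 SD, computed separately per campaign, cut at about 16% in these data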;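 also: 0% = DMSO wells and 100% = 60 µM geldanamycin wells; inhibitors lower the luminescence because luciferase stays unfolded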
aSyn 5UTR inh = MLPCN primary screen, SNCA 5' untranslated region | alpha-synuclein 5'UTR reporter, inhibitor activity | inhibition, % (tested at 7.5 µM) | actives 0.82% (n = 300,000); in the data active = inhibition above about 60%; inconclusive = no clear call, values can overlap the other calls;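 also: H4 neuroglioblastoma cells stably carrying SNCA 5'UTR luciferase fusion; 0% = DMSO wells and 100% = positive control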
HSF-1 act = increases HSF-1 driven luciferase reporter signal | NIH3T3-HGL HSF-1 luciferase reporter, MG132, 8 h; 100% = twice DMSO control signal | activation, % at 9 µM | actives 1.7% (n = 300,000);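 active = mean replicate activation of at least 50% with a set share of replicates each reaching 50%; inconclusive = only one of those two conditions met; inactive = mean below 50% and too few replicates reaching it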;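 also: 0% = median of the neutral control wells and 100% = twice that signal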
DYRK1A inh = inhibitors of rat Dyrk1A kinase | Q63470 | ADP-Glo luminescence, NFATc1 peptide | inhibition, % at 12.5 µM | actives 0.43% (n = 310,000); in the data active = inhibition above about 50%;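 also: plate controls were vehicle with enzyme for no effect and no enzyme for full effect; many of its hits are not listed in these tables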
Platelet DG rel = modulates dense granule release in human platelets | human platelet-rich plasma, SFLLRN dense granule ATP release, luminescence | inhibition, %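 (compounds screened at 7.5 µM in platelet-rich plasma)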 | actives 0.22% (n = 300,000) | AID 1663;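 active = mean replicate score, as percent of positive control, at or above 50; inconclusive = mean below 50 but at least one replicate at or above 50; inactive = mean and every replicate below 50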
GSK3 alpha inh = blocks human GSK-3 alpha kinase; P49840; ADP-Glo luminescence, 60 min; inhibition, % at 10 µM; actives 0.1% (n = 320,000); AID 2650;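 in the data active = inhibition above about 50%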;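 also: GST-tagged GSK-3 alpha with peptide substrate and 25 µM ATP; 0% = DMSO neutral wells and 100% = GW8510 positive control wells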
Target sequence (P49840 whole entry, looked up): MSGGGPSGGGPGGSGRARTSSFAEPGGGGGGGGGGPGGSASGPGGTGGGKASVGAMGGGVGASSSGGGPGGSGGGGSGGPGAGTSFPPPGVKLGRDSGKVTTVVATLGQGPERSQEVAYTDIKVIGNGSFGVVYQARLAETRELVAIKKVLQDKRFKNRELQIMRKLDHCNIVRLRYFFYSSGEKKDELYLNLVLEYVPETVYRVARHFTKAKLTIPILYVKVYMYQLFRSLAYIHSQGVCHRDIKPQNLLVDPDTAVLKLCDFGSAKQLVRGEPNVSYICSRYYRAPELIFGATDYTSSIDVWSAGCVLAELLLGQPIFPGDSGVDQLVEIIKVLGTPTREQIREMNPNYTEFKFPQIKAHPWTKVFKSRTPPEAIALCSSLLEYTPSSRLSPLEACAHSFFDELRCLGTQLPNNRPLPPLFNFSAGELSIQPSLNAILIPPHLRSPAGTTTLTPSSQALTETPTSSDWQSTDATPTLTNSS
HSF1 inhib = HSF1 inhibition; AID 2098; activity change, negative = inhibition, % at 7.5 µM (by protocol); NIH3T3-HGL HSE-luciferase, MG132-induced, luminescence 8 h; active compounds read low; actives 0.77% (n = 300,000);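 active = more than half of replicate wells show activity change below -50%, luminescence cut by over half; inconclusive = some wells, but at most half, below -50%; inactive = no replicate well below -50%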;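 also: luciferase reports HSF-1 transcriptional activity via heat shock element; 0% = median of DMSO wells and -100% = zero luminescence signal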
* marks the source's active call; other numbers are inactive results; ? = inconclusive; / = no result given. An excerpt, so the mix of outcomes need not match the whole.

SMILES	KLF5 inh	GSK3beta inhib	IEC-6 tox	HSP90 refold inh	aSyn 5UTR inh	HSF-1 act	DYRK1A inh	Platelet DG rel	GSK3 alpha inh	HSF1 inhib
CSc1nnc2c(n1)OC(C)N(C(=O)c1ccccc1)c1ccccc1-2 (centres undefined)	-93	-1	7	7	-65	-5	0	-2	1	-3
N/C(=N\OC(=O)c1ccc2ccccc2c1)c1ccncc1	-129	-2	-1	5	-49	40	-1	-4	0	14
COc1ccccc1N1CCN(C(=O)CCS(=O)(=O)c2ccc3c(c2)NC(=O)C(C)S3)CC1 (centres undefined)	0	5	2	0	15	12	/	2	0	2
CCOn1c(SC(C)C)nc2ccccc2c1=O	-5	0	-4	-1	20	-12	-6	-11	-1	-4
CCN(CC)C(=O)C1CCCN(Cc2ccccc2)C1 (centres undefined)	-24	4	-2	-1	-19	-5	1	-4	-1	-4
O=C(CCC1CCCN(C(=O)c2ccccc2Cl)C1)N1CCN(c2ccccn2)CC1 (centres undefined)	-31	-2	3	-3	24	19	-3	-2	-1	0
Cc1ccc2c(c1)c1c(n2CC(O)Cn2nc(C)c(Br)c2C)CCCC1 (centres undefined)	-17	0	4	7	-2	13	-4	0	/	1
O=C1OC(/C=C/c2ccc(Cl)cc2Cl)=NC/1=C\c1cccs1	8	2	-5	-2	15	16	0	13	-2	5
O=C(Cn1c(=O)oc2ccccc21)Nc1ccccc1N1CCOCC1	-12	1	3	2	18	/	-2	6	0	/
COc1ccccc1NC(NC(=O)c1cccnc1)C(Cl)(Cl)Cl (centres undefined)	-39	0	-2	-3	-28	15	-5	8	0	3
O=C(Nc1c(F)cc(F)cc1Br)C1CCCO1 (centres undefined)	-17	-2	-4	0	21	5	3	0	-2	-2
O=C(CCc1c[nH]c2ccccc12)NC(Cc1c[nH]c2ccccc12)C(=O)O (centres undefined)	-29	3	-8	-1	11	1	-2	-7	-4	-7
CC1CCCCN1C(=O)c1ccc(S(=O)(=O)N2CCCCC2C)cc1 (centres undefined)	5	0	5	3	3	19	5	6	-1	3
O=C(N1CCOCCOc2ccccc2OCCOCC1)C(F)(F)F	-10	1	-4	-2	1	31	-5	2	-1	5
CC(C)CCNC(=O)c1cn(C)c2ccc(S(=O)(=O)N3CCCC3)cc2c1=O	-12	2	3	-5	29	6	-5	-9	-1	-1
Cc1ccc(NCc2n[nH]c(=S)n2-c2ccccc2)c(C)c1	-38	3	-1	0	-4	14	-1	-1	-3	-8
Cc1ccc(/C=C(\C#N)C(=O)NC(C)C)o1	-18	3	5	2	-11	-16	/	-26	-1	-6
N#C/C(=C\c1ccc(OCC(N)=O)cc1)C(=O)NC1CC1	-28	-2	0	-4	16	3	-16	-2	0	-7
OCC[C@@H]1C[C@@H](O)[C@H](O)[C@]2(OCc3ccccc32)O1	4	0	-4	-4	-5	5	3	3	-1	-4
CCN1CCN(CCCOc2ccccc2-c2ccccc2)CC1	-8	-1	4	3	/	/	3	-17	-2	/
CCc1ccc2nc3n[nH]c(N)c3cc2c1	-109	-3	-5	0	-54	3	15	5	-3	-1
CC(C)(C)OC(=O)N1CCC(c2c(C(=O)N3CCN(C4CCCCC4)CC3)cnn2-c2ccc(F)cc2)CC1	-21	3	4	-2	-9	2	-4	-11	2	-2
CCCCn1c(CNC(=O)CCC)nc2ccccc21	-29	2	-5	1	-5	2	-1	-3	-1	-1
NC(=O)COc1ccc(C23CC4CC(CC(C4)C2)C3)cc1	-87	-2	-6	-7	-101	21	3	2	/	15
COCCNC(=O)C(NC(=O)C1CCCCC1)C12CC3CC(CC(C3)C1)C2 (centres undefined)	-25	-4	0	6	-10	-3	-1	8	-3	-7
Cc1c(NC(=O)CN2C(=O)NC(C)(c3ccc(OC(F)F)cc3)C2=O)c(=O)n(-c2ccccc2)n1C (centres undefined)	/	2	/	/	-12	0	1	-6	-1	-3
COc1ccc(/C=C/c2nnc(NC(=O)CSc3ccc(Cl)cc3)s2)cc1	-13	0	0	-2	-23	34	-5	12	-1	7
COC(=O)C1=C(C(=O)OC)N2C=CC=CC2(C)C(C(=O)OC)=C1C(=O)OC (centres undefined)	-9	4	-2	6	21	-1	0	30	0	-4
O=S(=O)(Nc1ccccc1)c1ccc2c(c1)CCO2	0	1	-2	-1	9	-4	0	-17	2	-3
COc1ccc(NC(=O)CN2CCN(CC(=O)Nc3ccccc3F)CC2)cc1OC	-10	-2	-2	1	13	4	-9	-8	-1	0
CCCCNC(=O)c1onc(CCl)c1C(=O)OC	-7	-1	4	0	-27	-16	33	1	-2	-2
CN(C)S(=O)(=O)c1ccc(N2CCCC2)c(C(=O)NNC(=O)COc2ccc(Cl)cc2)c1	11	-6	4	-1	10	-4	-6	9	-3	-2
COC(=O)C1(C)NC(=O)c2ccccc2N1 (centres undefined)	6	0	-2	-4	4	-4	5	0	/	-3
N#CCCNC(=O)Cn1c(COc2ccc(Cl)cc2)nc2ccccc21	-3	-2	5	-7	10	7	4	0	-3	1
C[C@@H](C(=O)O)[C@@H]1C[C@@]1(C)[C@@H](NC(=O)OCc1ccccc1)c1ccccc1	-13	1	-1	-2	-3	-10	-4	-8	-3	0
O=C(NCc1ccccc1)C1CCCN(c2ncnc3c2nc2n3CCCCC2)C1 (centres undefined)	-20	1	2	0	-2	7	-5	-15	0	2
COc1ccc(N2CCN(CC(=O)c3ccc(O)cc3O)CC2)cc1	-24	3	-1	5	3	8	-5	?	4	-5
Cc1ccc(OCC(=O)N2CCc3ccccc32)cc1	-89	-1	-1	-2	-121	67*	-1	5	7	37
O=C(NCc1ccccn1)C1CCN(C(=O)c2cc3sccc3n2Cc2ccc(F)cc2)CC1	-8	0	4	1	30	-29	1	-9	7	-15
COC(=O)C1=C(C)N(CCCC(=O)O)C(=O)NC1c1cccc(OC)c1 (centres undefined)	/	6	/	/	13	2	6	1	-2	-6
CCCCc1ccc(C2C(C#N)=C(N)SC(N)=C2C#N)s1	-39	/	-3	-2	/	/	/	/	7	/
CCOC(=O)[C@@H]1[C@H]2COc3ccccc3[C@@H]2N2C(=O)N(c3ccc(OC)cc3)C(=O)[C@]12C	/	0	/	/	-2	-8	-2	0	-2	-1
CN(c1cccc(Cl)c1)S(=O)(=O)c1cccc(C(=O)Nc2nc3ccccc3[nH]2)c1	-19	2	0	4	-26	-14	9	5	-1	-17
Cc1nc(-c2cccc(-c3noc(C)n3)c2)no1	21	-4	4	1	-3	2	2	-3	0	4
CC(C)CC(C(=O)OCC(=O)c1c(N)n(C)c(=O)n(C)c1=O)N1C(=O)c2ccccc2C1=O (centres undefined)	-27	-1	-3	-3	-24	-5	-4	-4	-3	-6
Cc1nn(C(=O)Cn2ccc([N+](=O)[O-])n2)c(C)c1Br	-24	-4	1	-1	4	-5	-6	8	-1	2
c1ccc(CNc2ccc3ccccc3n2)nc1	-142	4	3	9	-47	17	/	8	-1	9
Cc1cccc(COc2ccc(/C=N/NC(=O)c3nnn(-c4nonc4N)c3COc3ccc(F)cc3)cc2)c1	-43	2	-3	16*	-159	6	4	-2	-2	6
CCCn1c(N)c(NCCN2CCOCC2)c(=O)n(CC(=O)NCc2ccccc2)c1=O	-15	-1	1	0	8	0	-3	-2	0	-7
C/C(CC(C)C)=N\NC(=O)Nc1ccccc1	-28	3	-3	-1	-69	37	-7	-14	-2	-6
O=C(Nc1cccc(-c2nc3ncccc3o2)c1)c1sc2ccccc2c1Cl	-6	1	8	20*	-33	-11	2	1	0	5
Cc1ccc(N2C(=O)CC(NCc3ccc4c(c3)OCO4)C2=O)cc1Cl (centres undefined)	-21	2	3	-2	-43	8	-6	3	0	19
CC(C)CC(=O)Nc1nnc(S(=O)(=O)N2c3ccccc3CC2C)s1 (centres undefined)	5	-3	-5	-1	24	2	3	-2	1	-1
Cc1c(C)n(CCO)c2ncnc(Nc3ccc(F)cc3)c12	-76	4	0	-8	-64	15	-5	3	-1	4
Cc1ccc(S(=O)(=O)NC2(C(F)(F)F)NC(=O)N(Cc3ccccc3)C2=O)cc1 (centres undefined)	-12	2	0	-3	-12	31	/	6	1	-5
COc1ccccc1N1CCN(C(=O)c2cc3cc(C)ccc3[nH]2)CC1	-2	-2	-1	-1	17	15	4	-2	-3	1
Cc1ccc(C(C)C)c(OCc2ccc(-c3nnco3)cc2)c1	-52	1	3	4	14	-26	-3	-4	0	-24
COc1ccc(C(C(=O)NCC2CCCO2)N(C(=O)CNC(=O)c2cccs2)c2ccccc2)cc1OC (centres undefined)	-9	3	0	1	18	29	3	4	-1	0
Cc1ccc(S(=O)(=O)NNC(=O)c2sccc2-n2cccc2)cc1	-23	2	5	-1	-3	24	1	6	-1	8
O=C1C(Cl)=C(NC(=O)c2ccccc2)C(=O)C(Cl)=C1NC(=O)c1ccccc1	-2	5	100*	71*	-37	18	1	3	0	3
(next part)
SMILES	KLF5 inh	GSK3beta inhib	IEC-6 tox	HSP90 refold inh	aSyn 5UTR inh	HSF-1 act	DYRK1A inh	Platelet DG rel	GSK3 alpha inh	HSF1 inhib
COc1cc(Br)c(CC(=O)O)cc1OC	/	3	/	/	-12	4	/	-6	-3	-3
CCOc1ccc(C2CC(c3c(O)c4ccccc4oc3=O)=NN2c2ccccc2)cc1OC (centres undefined)	-5	0	3	9	13	6	-2	1	2	4
CC(C)C1CC(CCN2CCCCC2)(c2ccccc2)CCO1 (centres undefined)	-18	0	4	-5	4	-5	0	-1	1	1
N#CC1=C(N)SC(N)=C(C#N)C1C1CC=CCC1 (centres undefined)	22	-1	2	-1	1	1	3	10	0	0
O=C(NCCSCc1c(F)cccc1Cl)Nc1ccccc1	-57	1	5	2	-41	15	4	8	-2	6
Cc1ccccc1N/N=C/c1ccc(C#N)cc1	-10	-1	2	1	-38	1	-3	-16	-6	-12
c1ccc(N2CCN(c3ncccn3)CC2)cc1	-54	2	2	0	-68	-6	-3	7	-3	-5
COc1ccc(/C=C/S(=O)(=O)NCc2ccccc2)cc1OC	-4	2	-4	5	8	-7	0	1	-2	2
COc1cc(/C=C(\NC(C)=O)C(=O)NC(C)(C)CC(C)(C)C)ccc1OC(C)=O	-9	2	2	3	27	-9	-3	-6	-1	-4
CC1CN=C(N(C(=S)Nc2ccccc2)c2cccc(C(F)(F)F)c2)S1 (centres undefined)	8	1	0	4	-13	-8	/	-1	-1	-6
O=C(COc1cccc2c1CCNC2=O)Nc1ccc(F)cc1	/	1	/	/	-12	11	-1	-4	/	0
Cc1ccc(C)c(S(=O)(=O)NCc2ccc(C(=O)N3CCC(Cc4ccccc4)CC3)cc2)c1	-12	-6	-2	5	7	6	8	-3	/	-7

Printed as active in HSF-1 act, of those listed so far:
| mol | KLF5 inh | GSK3beta inhib | HSP90 refold inh | aSyn 5UTR inh | HSF-1 act | DYRK1A inh | Platelet DG rel | GSK3 alpha inh | HSF1 inhib |
| --- | --- | --- | --- | --- | --- | --- | --- | --- | --- |
| Cc1ccc(OCC(=O)N2CCc3ccccc32)cc1 | -89 | -1 | -2 | -121 | 67* | -1 | 5 | 7 | 37 |

Assay outcomes from PubChem BioAssay.
